VCAM1 TNFa inh: reduces TNF alpha induced VCAM1 expression in HUVEC; HUVEC TNFa-induced VCAM-1 immunofluorescence, high-content imaging; inhibition, % at 2 µM; actives 0.48% (n = 95,000);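 active means inhibition above the batch mean plus 3 SD, with images confirmed as a hit by eye, cut at about 37% in these data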;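 further: 0% = TNF-stimulated DMSO wells and 100% = unstimulated control wells; not every result past the cut was called active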
CYP2C9 act: increases human cytochrome P450 2C9 activity; recombinant CYP2C9, luciferin-H conversion, luminescence; stronger effect = higher value; factor 1 = untreated enzyme, 0 = blocked; actives 1.4% (n = 96,000); activation factor at 5 µM;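 active means activation factor of 2 or more for CYP2C9 at a 5 µM dose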;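 further: 0 = sulfaphenazole-blocked wells and 1 = vehicle-only wells; values of inactives mirror those of a sister screen read the other way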
CYP2C19 act: increases human CYP2C19 enzyme activity; P33261; recombinant CYP2C19, luciferin-H EGE luminescence; stronger effect = higher value; 0 = fully inhibited enzyme, 1 = untreated enzyme; activation factor at 5 µM; 96,000 tested, under 10 active;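 active means activation factor of at least 2 at 5 µM in the primary screen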;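 further: 0 = wells with 2.5 mM tranylcypromine and 1 = vehicle-only wells; values of inactives mirror those of a sister screen read the other way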
CYP2C19 inhib: inhibitors of human CYP2C19. actives 21% (n = 96,000). inhibition, % at 5 µM. AID 778. CYP2C19 Supersomes, luciferin-H EGE luminescence, 30 min;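 active means CYP2C19 inhibition above a set limit at 5 µM in the primary screen, cut at about 50% in these data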;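 further: plate controls were negative control wells for no effect and 2.5 mM tranylcypromine positive control for full effect; values of inactives mirror those of a sister screen read the other way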
CYP2C9 inh: human CYP2C9 inhibition. CYP2C9 Supersomes, luciferin-H conversion, luminescence. inhibition, % at 5 µM. actives 20% (n = 96,000);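 active means blocking of liver enzyme CYP2C9 beyond about 50% at 5 µM, limit read from the data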; further: values of inactives mirror those of a sister screen read the other way
Candida biofilm: kills Candida albicans biofilms | C. albicans biofilm + clotrimazole, Alamar Blue | inhibition, % at 6 µM | actives 0.14% (n = 85,000);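 active means inhibition above 20%; inactive means inhibition below 20%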;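 further: preformed 24 hr biofilms exposed to compound for 48 hr; 0% = biofilm without compound and 100% = blank killed by clotrimazole plus chlorhexidine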
HUVEC tox TNFa: HUVEC cytotoxicity counter-screen, TNF alpha stimulated | AID 848 | cell count reduction, % at 2 µM | HUVEC TNFalpha-stimulated, Hoechst cell count, imaging | actives 0.17% (n = 93,000);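 active means cell count reduction exceeding the screen mean by over 5 SD, scaled to untreated wells per plate, cut at about 78% in these data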;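 further: cells counted after 24 h of TNF alpha exposure following the 1 h pretreatment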
IL1B cytotox: HUVEC cytotoxicity counter-screen, IL-1B stimulated. HUVEC cell count loss, Hoechst imaging. cell count reduction, % at 2 µM. actives 0.41% (n = 94,000). AID 845;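 active means cell count reduction more than 3 SD above the screen-wide mean, cut at about 70% in these data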;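 further: normalized per plate to untreated control cells as the no-loss baseline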
DAT uptake mod: changed human dopamine transporter uptake under cocaine IC80. Q01959. LLC-PK1 hDAT cells, [14C]-dopamine uptake with cocaine IC80; actives deviate in either direction. B-score at 10 µM. actives 1.3% (n = 110,000). AID 449768;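 active means Z score or B-score, a plate-position-corrected score, falls beyond the plate's 99.7% confidence bounds, in either direction; inactive means both scores lie inside the 99.7% bounds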;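 further: scored against the spread of the other compound wells on the same plate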
Target sequence (Q01959 whole entry, looked up): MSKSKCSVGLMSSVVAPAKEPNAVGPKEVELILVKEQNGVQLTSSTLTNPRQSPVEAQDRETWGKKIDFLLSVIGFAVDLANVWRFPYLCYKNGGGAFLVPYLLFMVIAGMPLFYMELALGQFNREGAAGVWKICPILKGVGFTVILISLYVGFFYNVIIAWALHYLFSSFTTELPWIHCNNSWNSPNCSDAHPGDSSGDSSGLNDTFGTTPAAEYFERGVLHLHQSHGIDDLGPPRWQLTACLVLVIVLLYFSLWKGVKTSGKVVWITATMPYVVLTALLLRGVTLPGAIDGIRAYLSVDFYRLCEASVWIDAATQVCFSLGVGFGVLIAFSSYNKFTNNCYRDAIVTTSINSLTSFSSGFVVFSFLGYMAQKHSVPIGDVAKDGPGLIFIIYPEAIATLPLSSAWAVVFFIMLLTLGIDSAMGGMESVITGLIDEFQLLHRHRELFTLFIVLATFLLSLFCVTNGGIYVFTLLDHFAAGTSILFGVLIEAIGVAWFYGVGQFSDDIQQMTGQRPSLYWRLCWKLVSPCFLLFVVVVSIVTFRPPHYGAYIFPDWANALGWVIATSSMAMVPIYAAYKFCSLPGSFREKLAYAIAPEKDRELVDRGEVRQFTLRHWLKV
* marks the source's active call; other numbers are inactive results; nt = no result given.

Molecule,VCAM1 TNFa inh,CYP2C9 act,CYP2C19 act,CYP2C19 inhib,CYP2C9 inh,Candida biofilm,HUVEC tox TNFa,IL1B cytotox,DAT uptake mod
COc1ccc(OC)c(S(=O)(=O)Nc2ccccc2C)c1,10,0.8,0.1,87*,23,3,-13,3,-0.032
CC1Cc2ccccc2N1C(=O)CSc1nnc(CNc2ccccc2)o1 (stereo unspecified),8,1,1,0,-3,7,-23,-19,0.55
Cc1ccc(N2CCCCn3c2nc2c3c(=O)n(CC(=O)O)c(=O)n2C)cc1,-6,1.1,1.2,-22,-13,9,-32,-23,-1.7
COc1ccc(OCC(=O)N/N=C2\CCc3ccccc32)cc1,-5,0.9,0.7,32,12,5,-29,3,1.6
Cc1ccc2c(c1)cc(CN(Cc1ccco1)C(=O)COc1ccccc1)c1nnnn12,-31,0.8,0.9,6,19,8,-22,19,-0.22
COc1cccc(Cn2c(-c3nonc3N)nc3ccccc32)c1,-2,0.7,0.7,30,31,-1,-11,-20,-0.078
CCOC(=O)CCc1c(C)c2ccc(OCC(=O)N(CC)CC)c(C)c2oc1=O,11,0.5,0.7,34,51*,8,3,29,2.7*
COCCNC(=O)CN(c1cc(Cl)ccc1OC)S(C)(=O)=O,3,0.9,0.9,7,10,nt,4,-10,-0.67
CCOC(=O)CSc1nc2c(cnn2-c2ccc(C)cc2)c(=O)[nH]1,-5,1,1.1,-6,1,-1,8,1,1.6
CCN(Cc1ccccc1)S(=O)(=O)c1nc2nc(C)c(C)c(C)n2n1,nt,1.3,0.7,34,-30,-5,nt,nt,0.76
CCCCCOc1ccc(C(=O)C(c2ccccc2)N2CCOCC2)cc1 (stereo unspecified),12,nt,nt,nt,nt,6,-7,12,0.22
Cc1c(C(=O)NCc2cccnc2)sc2nc(-c3ccc(F)cc3)cn12,nt,0.6,0.9,14,44,3,nt,nt,1
CN(C)CCCNc1cn[nH]c(=O)c1Cl,-9,0.9,1,-4,5,4,-7,-2,-0.95
COC(=O)c1cccc(NC(=O)Cc2ccc(OC)cc2)c1C,-7,0.3,0.1,92*,67*,6,5,-7,-0.42
Cc1cc(C)c2c(-n3cccc3)c(NC(=O)OC(C)C)sc2n1,-4,0.6,0.9,13,37,nt,-16,9,-0.24
CCn1c(C2CC(=O)N(Cc3ccccc3)C2)nc2ccccc21 (stereo unspecified),13,0.5,0.5,53*,45,1,14,1,0.01
CCCCCCCc1nc2c(=O)[nH]c3ccccc3c2o1,18,nt,nt,nt,nt,-3,-6,-46,nt
COc1cccc(C(=O)Nc2ccc(NC(=O)c3ccco3)nc2)c1,8,0.9,0.7,33,11,5,-10,-50,-0.95
COc1ccc(-c2nn(-c3ccccc3)cc2/C=N/NS(=O)(=O)c2ccccc2)cc1,19,0.4,0.9,8,63*,nt,-8,-51,nt
CCc1cc2cccc(C)c2nc1SCC(=O)c1ccc(NC(C)=O)cc1,17,0.2,1,3,80*,nt,-8,9,-0.43
COc1ccc(/C=C(/C(=O)c2ccc(Cl)cc2Cl)n2cncn2)cc1,-11,0.1,0.2,77*,91*,nt,-1,2,0.49
c1ccc2c(c1)NC1(CCCCC1)n1c-2nc2ccccc21,8,0.6,0.8,20,36,4,-34,0,-0.01
O=C(CN1CCOCC1)Nc1cc(Cl)ccc1Cl,-6,2.4*,0.5,49,-138,7,-18,-2,0.019
O=C(Cn1cnc2c(cnn2-c2ccccc2Cl)c1=O)N1CCc2ccccc21,-13,1.1,1,-5,-5,11,-7,-20,-0.76
CC(C)CN(CC(C)C)S(=O)(=O)N1CCC(C(=O)NCCN2CCOCC2)CC1,-18,0.9,1,1,10,2,-16,-26,-0.3
CS(=O)(=O)N(CC(=O)Nc1cc(Cl)ccc1Cl)c1ccccc1Cl,-2,0.2,0,96*,77*,nt,1,8,0.26
O=S(=O)(Nc1ccc2c(c1)OCO2)c1ccc(Br)s1,5,0,0.2,78*,96*,4,-41,-19,-0.82
CSc1nc(SCC(=O)NCc2ccco2)c2c3c(sc2n1)COC(C)(C)C3,nt,0.7,0.9,12,26,8,nt,nt,nt
CCOCC(=O)Nc1ccc(S(=O)(=O)Nc2ncccn2)cc1,7,0.8,0.5,49,18,-2,-12,-14,-0.26
O=[N+]([O-])c1ccc(-c2cc(-c3ccncc3)nc3ccc4ccccc4c23)cc1,-8,0.7,1,4,26,nt,-11,-3,0.27
O=C(CSc1ncn[nH]1)Nc1c(F)cc(F)cc1Br,6,1,0.8,16,-2,5,-15,-10,nt
CCOC(=O)C(C)Sc1nnc(-c2ccccc2O)n1-c1ccc(C)cc1 (stereo unspecified),-9,0.7,0.5,48,26,9,19,-2,-0.065
Cc1ccc(NC(=O)CN(C)S(=O)(=O)c2cnc[nH]2)cc1C,-9,0.1,0.1,89*,94*,7,-40,-35,-1.7
COc1ccc(NC(=O)N(Cc2cc3cc(OC)ccc3[nH]c2=O)CC2CCCO2)cc1 (stereo unspecified),-2,0.8,1,-4,23,2,-6,-45,2.6
O=C1CSC(=NC(=O)c2ccccc2)N1,4,1,1.1,-6,-4,-6,-31,-86,0.24
C[C@H](NC(=O)OC(C)(C)C)c1nnc(SCC(N)=O)o1,9,0.7,0.5,50,31,6,-20,-29,0.61
C/C(=N\Nc1nccnc1Cl)c1ccc([N+](=O)[O-])cc1,14,0.9,0.9,14,10,nt,-7,-63,-1.7
COc1ccc(CCN(C)C(=O)CN2C(=O)c3ccccc3S2(=O)=O)cc1OC,4,1.1,0.9,7,-12,9,-10,nt,-0.058
COc1ccc(Cl)cc1N1C(=O)C2CCCN2C1c1ccc(F)c(F)c1 (stereo unspecified),12,1.5,0.5,45,-47,-11,-26,2,0.55
Cc1ccc(Cn2ccc(NC(=O)c3c(-c4ccccc4Cl)noc3C)n2)cc1,-7,0.5,0.7,25,52*,5,-24,-8,3
CCC(CC)C(=O)Nc1cc(C)c2c(=O)oc3ccccc3c2n1,4,0.6,0.8,16,44,4,9,7,0.028
COc1ccc(C(=O)Oc2ccc(C(C)=O)cc2)c(OC)c1,4,1,0.4,59*,3,6,-30,-48,-0.5
O=C(NCCC1=CCCCC1)C1COc2ccccc2O1 (stereo unspecified),nt,0.4,0.1,87*,58*,8,nt,nt,0.95
CS(=O)(=O)N(C(=O)NC(=O)NC1CCS(=O)(=O)C1)C1CCCCC1 (stereo unspecified),15,0.9,1.1,-6,9,12,-14,-13,-0.091
O=[N+]([O-])c1cccnc1N1CCC(c2cc(-c3cccc(C(F)(F)F)c3)n[nH]2)CC1,-3,0,0.3,67*,98*,6,-18,-4,0.47
Cc1c(Cl)cccc1NC(=O)CSCc1cc(=O)[nH][nH]1,-3,1,0.7,30,0,8,13,12,-1.2
CCC(C)Sc1nc2c(c(=O)[nH]c(=O)n2C)n1CC(O)COc1cccc2ccccc12 (stereo unspecified),-7,0.8,0.9,14,24,2,-22,-142,0.0086
CCOC(=O)c1c(-c2ccc(C)s2)csc1NC(=O)c1ccco1,nt,1,1.1,-5,-4,2,nt,nt,nt
Brc1ccccc1-c1nnc(CSc2nnnn2-c2ccccc2)o1,-6,0.6,0.1,92*,42,-1,-3,-24,0.0036
CCS(=O)(=O)N1CCN(S(=O)(=O)c2ccc(F)cc2)CC1,-9,nt,nt,nt,nt,6,nt,-8,1.1
Oc1ccc(Oc2ncc(Cl)cc2Cl)cc1,14,1.3,0.5,48,-33,8,-9,-21,1.2
Cc1ccc(CNC(=O)c2c(C)cc(=O)oc2C)cc1,-6,0.5,1,5,51*,-1,2,-9,-0.21
CCN(Cc1ccccc1)C(c1cccs1)c1nnnn1C1CCCCC1 (stereo unspecified),-2,0.5,0.6,42,48,1,-10,-26,-0.099
CSc1ccc(C(=S)N2CCN(C)CC2)cc1,9,1.3,0.8,19,-30,-3,1,-2,0.62
Cc1nn(-c2ccccc2)c2c1C1(C(=O)N3c4c(cccc41)C(C)CC3(C)C)C(C#N)=C(N)O2 (stereo unspecified),13,0,0.2,76*,97*,4,-4,0,0.25
Cc1ccc(S(=O)(=O)NCCN(CCNS(=O)(=O)c2ccc(C)cc2)S(C)(=O)=O)cc1,3,0.6,0.7,35,38,5,-51,3,0.53
CCOC(=O)C1CCN(C(=O)CCc2nc3ccccc3[nH]2)CC1,nt,0.7,0.9,13,31,2,nt,nt,-0.23
COc1ccccc1NC(=O)C(C/C=C(/C)Cl)C(C)=O (stereo unspecified),-11,nt,nt,nt,nt,3,-30,-7,-0.056
CCc1nn(C(C)C(=O)N2CCN(Cc3ccccc3)CC2)c(=O)c2cc3occc3n12 (stereo unspecified),nt,0.3,0.3,66*,67*,nt,nt,nt,-0.073
O=C(CSc1nc2ccc([N+](=O)[O-])cc2[nH]1)NC1CCCCC1,-18,0.4,0.4,64*,62*,nt,-17,-81,-0.55

Next part:
Molecule,VCAM1 TNFa inh,CYP2C9 act,CYP2C19 act,CYP2C19 inhib,CYP2C9 inh,Candida biofilm,HUVEC tox TNFa,IL1B cytotox,DAT uptake mod
Cc1ccc2oc(=O)c3cnn(CC(=O)NC4CCCCC4C)c3c2c1 (stereo unspecified),2,1,0.9,10,3,-3,-26,-16,0.84
Cc1ccc(NC(=O)c2c(C)nn(-c3ccccc3)c2Cl)c(C)c1,8,0.8,0.7,27,24,nt,nt,11,0.14
CCC(=O)N1CCN(C(C)=O)C1c1ccccc1 (stereo unspecified),-24,1.2,1.1,-13,-17,-2,-20,7,-0.8
CCC(c1nnnn1CC1CCCO1)N(CCN1CCOCC1)Cc1cc2cc(C)ccc2[nH]c1=O (stereo unspecified),-4,1.1,1.1,-14,-12,7,-13,-28,-1.8*
COc1cc(-c2nnc(COc3ccc4cc(Br)ccc4c3)o2)cc(OC)c1OC,1,0.6,0.8,23,43,4,-27,-3,1.7
Cc1nc(NCc2ccc3c(c2)OCO3)c2oc3ccccc3c2n1,-11,nt,nt,nt,nt,1,-34,-42,1.4
CCC(=NCc1ccccc1)C1=C(O)C(C(=O)OC)C(C)(C)CC1=O (stereo unspecified),nt,0.1,0,97*,86*,-7,nt,-20,-0.0089
COc1ccc(NC(=O)Nc2ncn(Cc3cccc(C(F)(F)F)c3)n2)cc1OC,-13,0.7,0.6,43,35,-1,nt,20,-0.55
CCC1(CC)C(=O)N(C)C(=O)NC1=Nc1ccc(OC)cc1,5,1,1,-2,2,3,-24,-11,0.24
O=C1CCCC2=C1C(c1ccc(Cl)cc1)N1C(=O)CCSC1=N2 (stereo unspecified),14,nt,nt,nt,nt,10,50,-8,0.091
O=C(Nc1ccc(N2CCOCC2)c(F)c1)c1ccncc1,-23,0.4,0.5,52*,65*,-5,-16,5,1.2
C=CCc1cccc2cc(C(=O)NC)c(=O)oc12,4,1.4,0.8,15,-41,7,-16,-6,-0.64
CCOC(=O)CNC(=O)CCCCCC(=O)NCC(=O)OCC,nt,0.7,1.1,-12,33,6,nt,nt,-0.039
COCCNC(=O)c1ccc2c(=O)n(CCOC)c(=O)[nH]c2c1,12,1.1,1.2,-18,-7,nt,-18,-9,-9*
CCOC(=O)c1sc2nc3n(c(=O)c2c1C)CCC(C)CC3 (stereo unspecified),-6,0.7,0.6,38,33,1,-4,-14,-0.39
CCN1CCCC1CNC(=O)Cn1ncc2c(=O)oc3ccc(C)cc3c21 (stereo unspecified),4,1,1.3,-26,-2,13,23,18,1

High-throughput results from PubChem.

The order is random (roughly 29% active in at least one column).
